Screening results from PubChem BioAssay.
All columns: NCI-60 one-dose screen, growth in % after 48 h at 10 µM unless noted; 100 = growth as untreated, 0 = no growth, -100 = all killed.
OVCAR-8: OVCAR-8 ovarian cancer; 4.4% of 81,000 active
PC-3: PC-3 prostate cancer cells; 3.9% of 80,000 active; AID 1794754
SF-295: SF-295 CNS cancer cells; 5.6% of 79,000 active
OVCAR-3: OVCAR-3 ovarian cancer | 7% of 79,000 active
OVCAR-5: OVCAR-5 ovarian cancer; AID 1794783; 2.9% of 82,000 active
DU-145: DU-145 prostate cancer; AID 1794760; 4.2% of 81,000 active
U251: U251 CNS tumor cells. 5.4% of 80,000 active. AID 1794753
OVCAR-4: OVCAR-4 ovarian cancer cells | AID 1794784 | 3.7% of 80,000 active
SK-OV-3: SK-OV-3 ovarian cancer cells; 3.2% of 80,000 active; AID 1794785
An asterisk follows results filed as active; / = not tested or not shown; & = joins results of further samples; [ ] = dose if it differs, or a comment. The calls were made as follows: active = growth percent below 10; inactive = the rest.

SMILES	OVCAR-8	PC-3	SF-295	OVCAR-3	OVCAR-5	DU-145	U251	OVCAR-4	SK-OV-3
Cc1cc(N)c2cc(NC(=O)CCCCCCCC(=O)Nc3ccc4nc(C)cc(N)c4c3)ccc2n1	85.2	79.6	84.8	98.9	92.9	50.9	90.6	84.7	70.6
CC(C)OCCCNC1=C(Cl)C(=O)c2ccccc2C1=O	91.4	87.0	107.2	103.7	115.5	99.1	99.5	105.6	89.2
CCCc1oc(C)cc1CC	99.8	101.3	96.5	116.5	103.6	120.8	/	105.9	112.8
CC1(C)CC[C@]2(C(=O)O)CC[C@]3(C)C(=CCC4[C@@]5(C)C[C@@H](O)[C@@H]6OC(c7cccc(Br)c7)OC[C@@]6(C)C5CC[C@]43C)C2C1 (stereo not given in full)	40.0	25.3	33.0	34.9	67.5	32.5	22.9	52.4	100.7
O=C(Nc1cccc([N+](=O)[O-])c1)c1cc2ccccc2cc1O	9.5*	0.6*	-9.6*	-9.9*	10.8	10.6	6.1*	15.6	-82.0*
O=S(=O)(c1ccccc1)N1CCN(c2nc(-c3ccccc3)nc3nc(-c4ccccc4)oc23)CC1	103.2	102.8	104.1	121.2	108.2	105.0	109.1	109.6	113.8
Cc1noc2cccc(O)c12	100.6	92.0	110.4	100.3	106.6	106.0	96.7	109.5	91.7
CN(C)CCOc1nc2ccccc2c2c1-c1ccc(Cl)cc1C2=O	2.2*	2.8*	-27.9*	-21.4*	18.3	-14.2*	0.2*	-6.3*	11.5
c1csc(-c2ccn[nH]2)c1	100.4	104.3	138.3	111.9	104.4	126.3	100.2	105.1	104.5
COc1ccc(-n2c(/C=C/c3ccc(O)c(OC)c3)cc(/C=C/c3ccc(O)c(OC)c3)nc2=O)cc1	66.0	53.7	82.3	41.4	112.3	68.9	32.4	62.5	62.3
N#Cc1c(-c2cccs2)cc(-c2cnccn2)nc1SCC(=O)Nc1ccc(F)cc1	105.7	100.3	104.3	119.9	100.3	93.2	107.6	91.9	110.5
CC(C)CN1CC(C)C(=O)N(c2ccccc2)C1=S (stereo not given)	110.8	90.4	106.4	92.9	99.4	115.8	99.0	109.6	108.9

Next section.
SMILES	OVCAR-8	PC-3	SF-295	OVCAR-3	OVCAR-5	DU-145	U251	OVCAR-4	SK-OV-3
O=S1(=O)CC(N2CCCCC2)C1CN1CCCCC1 (stereo not given)	105.7	97.1	77.8	105.8	99.3	113.8	107.5	125.0	100.3
Cc1nc2ccccc2c2c(N)cccc12	107.9	99.2	109.3	108.6	101.5	111.3	100.9	110.6	112.6
COc1c(N2CC3CCCNC3C2)c(F)cc2c(=O)c(C(=O)N/N=C/c3ccccc3)cn(C3CC3)c12 (stereo not given)	99.9	86.9	104.1	101.9	106.7	104.0	94.7	93.1	111.2
Cc1cc2c(C(C)C)c(O)c(O)c(C(=O)C(=O)NC3CCCCC3)c2c(O)c1-c1c(C)cc2c(C(C)C)c(O)c(O)c(C(=O)C(=O)NC3CCCCC3)c2c1O	92.5	84.3	99.1	96.0	106.8	108.4	76.4	92.3	103.0
CCc1c(N=O)c(-c2ccccc2)n(O)[n+]1[O-]	97.9	94.5	98.3	102.7	109.5	107.3	95.8	102.1	109.3
Cc1nc(N/N=C/c2cn(-c3ccccc3)nc2-c2cc3ccccc3oc2=O)sc1N=Nc1ccccc1	103.3	85.8	81.6	92.1	104.4	104.8	93.1	85.4	108.9
CCCCCCCCCC(C)(N)C(=O)O (stereo not given)	98.3	97.6	83.3	107.3	93.3	110.1	93.5	104.5	105.9
Cc1ccc(S(=O)(=O)CCCCl)cc1	98.7	89.4	99.0	123.6	98.4	110.3	99.5	107.7	108.1
CC(C)(C)OC(=O)NC[C@H](N)C(=O)O	102.6[20 µM]	92.1[20 µM]	99.5[20 µM]	106.7[20 µM]	92.1[20 µM]	104.0[20 µM]	94.8[20 µM]	108.5[20 µM]	101.2[20 µM]
NC(=O)C(O)C(O)C(N)=O (stereo not given)	110.1	95.4	123.5	126.9	120.9	116.4	111.4	104.6	109.3
O=C(Cn1cc(COn2nnc3ccccc32)nn1)Nc1cc(F)ccc1F	101.1	99.0	106.8	107.4	97.8	111.1	95.0	103.7	103.2
Cc1cccc(C(=O)Nc2cccc(C#Cc3cccc4[nH]nc(N)c34)c2)c1	85.5	63.4	68.6	99.4	93.2	73.3	93.2	86.6	121.1

Carrying on:
SMILES	OVCAR-8	PC-3	SF-295	OVCAR-3	OVCAR-5	DU-145	U251	OVCAR-4	SK-OV-3
Clc1c(-c2ccccc2)oc2nc3ccccc3nc12	91.3[100 µM]	87.8[100 µM]	76.7[100 µM]	114.0[100 µM]	116.3[100 µM]	106.6[100 µM]	96.2[100 µM]	93.5[100 µM]	79.4[100 µM]
CC(=O)C1CCC2C3CC(C)C4=CC(=O)CCC4(C)C3(F)C(=O)CC12C (stereo not given)	102.0	97.0	/	102.0	101.7	108.3	97.5	101.8	92.8
OC(COc1cccc2ccccc12)CN1CCN(c2cccc(Cl)c2)CC1 (stereo not given)	93.9	104.1	115.6	117.1	89.4	109.7	102.7	89.0	95.2
O=C(N/N=C/[C@H](O)[C@H](O)[C@H](O)CO)c1ccc(NC(=O)c2cccnc2)cc1	102.1	96.3	101.0	118.4	101.9	111.4	104.7	110.3	109.8
CN1CCN(CCNC(=O)n2cc(-c3ccncc3)c(-c3cc(O)cc(Cl)c3)n2)CC1	32.7	80.8	88.8	107.6	84.9	86.9	82.3	42.5	43.9
O=C1c2cccnc2C(=O)c2c1c(C(=O)OCCN1CCOCC1)c1ccccn21	9.1*	15.3	-47.0*	-6.9*	-9.3*	-20.3*	-47.5*	24.2	-0.9*
CC1=C2C(=C[C@@](C)(CO)[C@@H]2O)/C(=N\N)[C@](C)(O)C12CC2	1.2*	6.9*	-14.8*	-24.4*	-42.8*	1.6*	12.0	-21.7*	-24.7*
Nc1ccc2c(c1)NC(=O)CN2	89.4	95.4	102.4	101.5	102.2	103.7	95.3	100.7	95.1
COc1ccc(-n2c(SCc3n[nH]c(=S)n3C(=O)c3ccc(Br)cc3)nc3cc(OC)c(OC)cc3c2=O)cc1	100.5	99.7	103.2	110.4	108.8	106.7	101.3	105.2	103.3
c1cc2c3c(cccc3c1)-c1nc3ccccc3nc1-2	73.6	74.4	88.3	97.6	122.3	90.9	84.7	81.2	80.7
COc1cc2c(cc1O)[C@@H]1[C@H](c3ccccc3Cl)OC(=O)N1CC2	96.0	81.8	104.3	113.2	110.9	112.9	90.5	110.5	112.1
CCOC(=O)C1CC(=O)C(C(=O)OCC)CC1=O (stereo not given)	104.8&100.8	93.8&88.2	94.8&107.2	112.8&106.2	96.7&92.9	111.4&117.2	93.1&95.2	99.4&105.0	97.2&128.0

Carrying on.
SMILES	OVCAR-8	PC-3	SF-295	OVCAR-3	OVCAR-5	DU-145	U251	OVCAR-4	SK-OV-3
COC1=C(Br)C(=O)C(OC)=C(Br)C1=O	105.0	106.7	111.2	91.0	112.8	108.6	103.7	96.8	110.1
CCOC(=O)C(Nc1ccc(F)cc1)c1cc(C(C)C)c(N)c(C(C)C)c1 (stereo not given)	100.7	100.5	100.8	114.4	101.7	105.5	97.3	107.4	109.7
c1ccc(-c2cn3c(-c4c[nH]c5ccccc45)csc3n2)cc1	65.5	43.2	77.6	/	87.8	94.0	61.0	61.9	87.3
CCOc1ccc(Br)cc1/C=N\N=C\c1cc(Br)ccc1OCC	95.6	93.8	100.2	96.8	106.9	101.6	102.9	112.9	116.5
Cc1cccc[n+]1CC(=O)c1ccc(Br)cc1	108.1	93.8	96.6	102.7	91.1	103.4	100.8	101.7	95.4
CCC(=O)Nc1ccc(OCc2nnc(-c3ccc(OC)cc3)o2)c(F)c1	100.9	88.0	/	113.1	105.1	112.0	98.0	101.2	108.1
COc1ccc(/C(=C\c2ccc3c(c2)OCO3)C(=O)Nc2nc3ccc(OC)cc3s2)cc1	92.8	98.2	/	65.0	89.2	99.6	101.2	86.5	95.9
COc1ccc(-c2nc(SCC(C)C)nc(N/N=C(/C)c3cccc(OC)c3)c2C#N)cc1	85.8	74.2	92.1	92.2	77.8	94.1	86.8	96.8	95.6
COc1cc(OC)c(S(=O)(=O)NNC(=O)c2ccncc2)cc1C(=O)/C=C/c1ccccc1	80.4	91.3	106.5	91.1	117.3	78.1	57.0	101.6	100.2
Cc1ccc(CNc2ccc([N+](=O)[O-])cc2)cc1	93.2	95.4	97.0	105.3	83.3	111.7	93.7	107.7	102.8
NS(=O)(=O)c1ccc(-n2c(=O)c3cc4c(=O)n(-c5ccc(S(N)(=O)=O)cc5)c(=O)c4cc3c2=O)cc1	100.2	98.0	106.1	/	99.1	107.9	101.1	106.0	102.5
O=c1[nH]c2ccc(Br)cc2o1	102.0	85.8	112.4	97.6	106.4	119.3	108.6	103.2	95.3

Two compounds picked at random from the list so far, as already listed:
SMILES	OVCAR-8	PC-3	SF-295	OVCAR-3	OVCAR-5	DU-145	U251	OVCAR-4	SK-OV-3
COc1ccc(-c2nc(SCC(C)C)nc(N/N=C(/C)c3cccc(OC)c3)c2C#N)cc1	85.8	74.2	92.1	92.2	77.8	94.1	86.8	96.8	95.6
NS(=O)(=O)c1ccc(-n2c(=O)c3cc4c(=O)n(-c5ccc(S(N)(=O)=O)cc5)c(=O)c4cc3c2=O)cc1	100.2	98.0	106.1	/	99.1	107.9	101.1	106.0	102.5

The results go on.
SMILES	OVCAR-8	PC-3	SF-295	OVCAR-3	OVCAR-5	DU-145	U251	OVCAR-4	SK-OV-3
Cc1cc2nnc3ccccc3n2n1	111.0	74.0	98.4	138.4	101.2	95.3	95.3	103.8	106.3
CC(=O)Oc1cccc2c1C(=O)C1CC=CC(OC(C)=O)C1C2=O (stereo not given)	95.9	91.6	102.2	109.2	100.8	106.9	/	80.6	106.2
O=C(CCCOc1ccc(Br)cc1)Nc1ncc(Cc2ccc(F)cc2)s1	91.5	72.9	68.9	81.0	79.4	79.8	80.4	68.7	81.7
NC(=O)NO	99.8	72.6&106.3	50.3&99.4	70.1&109.8	45.8&107.7	56.7&110.4	65.5&96.6	59.5&104.6	56.4&106.6
NCCCCCCCCN	109.0	82.3	113.8	122.9	113.2	118.1	123.3	140.1	110.4
CNc1cc(Nc2ccc(CC(=O)Nc3cc(C(C)(C)C)nn3C)cc2)ncn1	66.9	48.0	49.3	85.0	99.0	80.6	65.8	84.8	81.6
Cn1cc(-c2nn3cc(-c4ccc(F)cc4)nc3s2)c2ccccc21	94.2	86.3	92.1	99.6	83.8	101.6	93.6	92.4	82.9
COc1ccc(Nc2nc(NS(=O)(=O)c3ccc(C)cc3)nc(-c3ccc(Cl)cc3)c2C#N)cc1	104.4	92.2	82.2	105.6	114.8	105.7	99.1	102.3	97.3
Cc1ccc(C)c2c1SC1=NNC(Nc3ccc(Cl)cc3)=C(C#N)C(=N)N12	99.8	95.6	106.4	109.8	106.8	111.0	102.2	101.4	99.5
CCC(O)C(=O)O (stereo not given)	119.8	95.0	111.9	111.5	96.7	119.2	122.5	117.4	112.6
O=C1c2c(O)cccc2[C@@H](O[C@@H]2O[C@H](CO)[C@H](O)[C@@H](O)[C@H]2O)c2cc(CO)cc(O)c21	111.3	96.0	92.5	115.9	103.0	112.8	116.7	102.3	107.0
CC[C@]1(C#N)C(=O)C[C@H]2[C@H]1N(C(c1ccccc1)c1ccccc1)C(=O)C(=O)N2c1cccc(C2(C)OCC(C)(C)CO2)c1	100.4	92.3	97.8	113.4	98.1	112.6	91.7	104.4	97.9

4 compounds already listed, sorted by molecular weight, low to high.
SMILES	OVCAR-8	PC-3	SF-295	OVCAR-3	OVCAR-5	DU-145	U251	OVCAR-4	SK-OV-3
NCCCCCCCCN	109.0	82.3	113.8	122.9	113.2	118.1	123.3	140.1	110.4
Cn1cc(-c2nn3cc(-c4ccc(F)cc4)nc3s2)c2ccccc21	94.2	86.3	92.1	99.6	83.8	101.6	93.6	92.4	82.9
Cc1ccc(C)c2c1SC1=NNC(Nc3ccc(Cl)cc3)=C(C#N)C(=N)N12	99.8	95.6	106.4	109.8	106.8	111.0	102.2	101.4	99.5
CC[C@]1(C#N)C(=O)C[C@H]2[C@H]1N(C(c1ccccc1)c1ccccc1)C(=O)C(=O)N2c1cccc(C2(C)OCC(C)(C)CO2)c1	100.4	92.3	97.8	113.4	98.1	112.6	91.7	104.4	97.9

Additional structures:
SMILES	OVCAR-8	PC-3	SF-295	OVCAR-3	OVCAR-5	DU-145	U251	OVCAR-4	SK-OV-3
O=c1oc2cc(O)ccc2cc1-c1c[nH]c2ccccc12	89.6	58.5	94.1	95.0	111.0	97.0	75.6	83.0	77.0
CC1(C)C(C#N)C(=O)N=C(N)C1C(N)=O (stereo not given)	99.5	99.4	106.0	116.0	97.4	117.6	98.4	110.9	105.0
COc1ccc(-n2c(-c3ccc(NC(=O)CCCl)cc3)nnc2-c2cc(OC)c(OC)c(OC)c2)cc1	49.2	49.8	53.1	4.6*	79.7	22.7	34.4	54.1	45.2
N#Cc1c2c(nn(-c3ccccc3)c1=O)C(O)=C([N+](=O)[O-])C(c1ccc(Cl)cc1)C2 (stereo not given)	99.7	75.6	101.3	97.9	118.6	101.1	90.2	82.9	/
COc1cc([C@@H]2c3cc4c(cc3C(OC3O[C@@H]5COC(C)O[C@H]5[C@H](O)[C@H]3O)C3COC(=O)[C@@H]32)OCO4)cc(OC)c1O (stereo not given in full)	26.9	63.3	-10.4*	37.1	/	15.9	13.5	88.3	35.0
COc1ccccc1/C=C1\COc2ccc(O)c(O)c2C1=O	9.0*	33.1	90.8	-11.8*	28.3	5.7*	15.3	28.1	60.3
NCCNc1ccnc2cc(Cl)ccc12	96.8	85.7	94.2	98.3	90.4	96.9	96.5	106.1	104.4
COc1ccc(C(=O)c2ccccc2)c(O)c1O	98.7	90.5	97.8	96.3	112.4	102.4	/	109.7	91.1
Cc1cc(NS(=O)(=O)c2ccc(NC3=C(Cl)C(=O)c4ncccc4C3=O)cc2)no1	114.1	106.0	96.5	117.1	105.6	122.7	102.2	108.8	101.3
